# Sm TGR inh – inhibitors of Schistosoma mansoni thioredoxin glutathione reductase. Q962Y6. purified TGR, DTNB reduction, TNB absorbance 405 nm. Potency, µM (series often up to 114 µM), for inactives: at the top dose activity change, negative = inhibition, usual class: inhibitors. actives 3% (n = 360,000). AID 485364; note: potency is the fitted concentration of half-maximal effect; nearly all actives have a fitted effect of over 60% in size
#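 Kinetic colorimetric format: TGR-catalysed, NADPH-driven DTNB reduction monitored via TNB absorbance. Enzyme dispensed at 20 nM; compound exposure 15 min at room temperature before reaction start.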
# AMA1 RON2 block – inhibitors of Plasmodium falciparum AMA1-RON2 interaction | AlphaScreen AMA1-biotinylated RON2 peptide binding | Potency, µM (titrated, usually from 58.2 µM), inactives show top-dose activity change, negative = inhibition, usual class: inhibitors | actives 0.2% (n = 360,000) | AID 720542;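 note: potency is the fitted concentration of half-maximal effect; 0% = vehicle wells and -100% = peptide control; nearly all actives have a fitted effect of over 45% in size; some results filed as inactive show a strong effect at the top dose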
#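 AMA1 (3D7) with his tag at 25 nM final met compounds first, then biotinylated RON2 peptide at 25 nM; detection used donor plus acceptor beads, 10 µg/mL apiece, read by AlphaScreen after 30 min at room temperature.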
# HCMV inh – inhibitors of human cytomegalovirus. actives 4.5% (n = 410,000). HFF cells, HCMV-luciferase reporter, 72 h; active compounds read low. activity change, negative = inhibition, % at 57.5 µM; in the data active = activity change below about -60%; inconclusive = no clear call, values can overlap the other calls; inactive = above about -39%
#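 Two compound doses tested in HFFs infected with HCMV-luciferase, MOI 1 PFU/cell, 72 h at 37C. Lysate luminescence read with OneGlo; data normalized against buffer-only and 10uM Salinomycin inhibitor controls.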
# FBPA Giardia inh – Giardia lamblia aldolase inhibition; A8B2U2; purified Giardia FBPA; Potency, µM (doses to about 59.6 µM), for inactives: top-dose activity, negative = inhibition, most hits filed as inhibitors; actives 0.71% (n = 290,000); AID 2451; note: potency is the fitted concentration of half-maximal effect; nearly all actives have a fitted effect of over 55% in size
# Target sequence (A8B2U2 whole entry, looked up): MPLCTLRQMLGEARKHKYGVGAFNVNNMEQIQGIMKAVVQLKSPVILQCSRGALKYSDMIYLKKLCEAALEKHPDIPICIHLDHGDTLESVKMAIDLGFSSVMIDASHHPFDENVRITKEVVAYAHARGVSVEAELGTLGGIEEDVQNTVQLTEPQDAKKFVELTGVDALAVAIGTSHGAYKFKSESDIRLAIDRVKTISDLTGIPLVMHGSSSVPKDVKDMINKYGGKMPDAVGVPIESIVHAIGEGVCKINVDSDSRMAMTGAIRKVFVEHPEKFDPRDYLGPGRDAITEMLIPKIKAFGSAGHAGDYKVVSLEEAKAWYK
#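 Giardia FBPA (40 nM reagent) was preincubated 10 min at RT with compound (up to 57.5 uM final), then substrate plus GAPDH/TPI/NAD/arsenate coupling system with diaphorase/resazurin was added; resorufin fluorescence (525/598 nm) was read after 20 min.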
# AmpC inh no detg – blocks E. coli AmpC beta-lactamase in detergent-free assay | AmpC nitrocefin hydrolysis, absorbance 480 nm, 0.0001% Triton | actives 0.52% (n = 330,000) | Potency, µM (doses to about 57.1 µM), for inactives: at the top dose activity change, negative = inhibition, hits mostly inhibitors | AID 485341;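 note: potency is the fitted concentration of half-maximal effect; plate controls were no compound for no effect and no enzyme for full effect; nearly all actives have a fitted effect of over 20% in size; some results filed as inactive show a strong effect at the top dose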
# Target sequence (P00811 whole entry, looked up): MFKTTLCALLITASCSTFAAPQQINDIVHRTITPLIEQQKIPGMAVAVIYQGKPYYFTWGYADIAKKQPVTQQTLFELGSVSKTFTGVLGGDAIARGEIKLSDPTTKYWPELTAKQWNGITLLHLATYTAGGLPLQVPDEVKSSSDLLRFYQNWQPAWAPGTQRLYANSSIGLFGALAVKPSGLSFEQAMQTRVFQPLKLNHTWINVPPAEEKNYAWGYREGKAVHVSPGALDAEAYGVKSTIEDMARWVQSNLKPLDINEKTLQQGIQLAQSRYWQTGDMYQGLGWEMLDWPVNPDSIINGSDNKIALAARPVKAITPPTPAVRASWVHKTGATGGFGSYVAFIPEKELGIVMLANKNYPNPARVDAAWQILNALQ
#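 AmpC (5.3 nM in the dispensed reagent) in 20 mM phosphate pH 7.0 with 0.01% (detergent screen) or 0.0001% Triton X-100 was preincubated with compounds for 15 min at room temperature. Nitrocefin was then added from an 800 uM solution, and hydrolysis was followed at 480 nm.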
# AmpC detergent – blocks E. coli AmpC beta-lactamase in detergent assay; AmpC hydrolysis of nitrocefin, absorbance 480 nm, 0.01% Triton; Potency, µM (highest dose often 114 µM), for inactives: top-dose activity change, negative = inhibition, most hits filed as inhibitors; actives 0.041% (n = 370,000); P00811;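 note: potency is the fitted concentration of half-maximal effect; 0% = no-compound wells and -100% = no-enzyme wells; nearly all actives have a fitted effect of over 25% in size; some results filed as inactive show a strong effect at the top dose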
#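 20 mM phosphate pH 7.0 + 0.01% (detergent screen) or 0.0001% Triton X-100; 5.3 nM AmpC reagent; cpd preinc 15 min RT; nitrocefin (800 uM stock) to start; A480 q20 s × 4 min; Activity was normalised to no-enzyme and no-compound control wells.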
# * = called active by the depositor; ? = inconclusive; nt = no result given; [ ] = remark or other dose. Unless noted, calls come from the whole dose curve; as a rule, active = well fitted curve in the direction sought with a large enough effect; inconclusive = small, poorly fitted or top-dose-only effect, or another doubt; inactive = no such curve, though single readings can be large; an effect the other way counts as inactive or inconclusive. Unless noted, % is set by controls: 0 for no effect and ±100 for the full control effect. Random draw from the library; about 7.8% have a hit in one of these screens.
# Screens by letter – A = Sm TGR inh; B = AMA1 RON2 block; C = HCMV inh; D = FBPA Giardia inh; E = AmpC inh no detg; F = AmpC detergent
> Cc1ccc(-c2nc(C(=O)NCC3CCCO3)cc3c2[nH]c2ccccc23)cc1 (stereo unspecified)
  A: 0%	B: 5%	C: -95*	D: 15%	E: -14%	F: -10%

> O=C1NC(=O)N(CC2CCCO2)C(=O)/C1=C/c1cccs1 (stereo unspecified)
  A: -15%	B: -2%	C: 50	D: -14%	E: -23%	F: -3%

> COc1cc(NC(=O)CNc2cccc(S(=O)(=O)N3CCOCC3)c2)cc(OC)c1
  A: -2%	B: -12%	C: -34	D: nt	E: -27%	F: ?

> O=C(Nc1ccccc1)c1cccnc1NCCc1ccccc1
  A: 3%	B: 34%[activator]	C: ?	D: -3%	E: -27%	F: -6%

> COc1cccc(CN(c2ccc3c(c2)CCC3)S(=O)(=O)c2ccc(-n3cnnn3)c(OC)c2)c1
  A: -9%	B: -2%	C: 24	D: -16%	E: -13%	F: -6%

> CC(C)c1ccc(S(=O)(=O)c2cnc(SCC(=O)Nc3ccc4c(c3)OCCO4)[nH]c2=O)cc1
  A: -7%	B: nt	C: 8	D: nt	E: nt	F: 7%

> CN(C)C(=C(C#N)C#N)N1CCN(c2ccc(Cl)c(Cl)c2)CC1
  A: 0%	B: -1%	C: ?	D: 1%	E: 80%[activator]	F: -2%

> COc1ccc(-n2nnnc2Sc2ccc(S(=O)(=O)N3CCOCC3)cn2)cc1
  A: 2%	B: 1%	C: -25	D: -1%	E: -15%	F: -14%

> CCCCN(CC)C(=O)c1ccc(Cl)cc1
  A: 22%	B: -10%	C: -4	D: 1%	E: -4%	F: -2%

> Cc1ccc(S(=O)(=O)N(C)C)cc1-n1c(SCC(=O)Nc2ccccc2)nc2ccccc2c1=O
  A: -5%	B: -2%	C: -72*	D: -1%	E: 20%	F: -6%

> Cc1ccc(OCCNC(=O)c2ccccc2F)cc1
  A: 6%	B: 2%	C: 39	D: 9%	E: -4%	F: -3%

> O=[N+]([O-])c1cccnc1NCCc1ccccc1
  A: 13%	B: -11%	C: 66	D: -1%	E: -4%	F: -12%

> O=C(CN1CCN(C(=O)C2CCCO2)CC1)Nc1cc(C(F)(F)F)ccc1Cl (stereo unspecified)
  A: 5%	B: -4%	C: -29	D: -4%	E: 1%	F: 3%

> O=C(O)c1ccc([N+](=O)[O-])c(CS(=O)(=O)c2ccc(Cl)cc2)c1
  A: -14%	B: 2%	C: 0	D: -4%	E: -24%	F: -11%

> Cc1ccccc1C(=O)NC(CC(C)C)C(=O)Nc1cccc(S(=O)(=O)N(C)C)c1 (stereo unspecified)
  A: 1%	B: 8%	C: 7	D: 5%	E: -14%	F: 3%

> CC(C)(C)NC(=O)c1cccc2c1-c1ccccc1C2=O
  A: 0%	B: -15%	C: 5	D: 8%	E: 6%	F: 3%

> CN(C(=O)COC(=O)c1c2c(nc3ccccc13)CCCC2)c1c(N)n(Cc2ccccc2)c(=O)[nH]c1=O
  A: 0%	B: 3%	C: -9	D: nt	E: 57%	F: -21%

> CCC(C)C12CN3CCN(CC(C)(C3)C1O)C2 (stereo unspecified)
  A: nt	B: 4%	C: -19	D: 5%	E: -31%	F: 5%

> Cc1ccc(NC(=O)c2ccccc2Cl)c(Cl)c1
  A: -3%	B: -3%	C: 32	D: 2%	E: -15%	F: 4%

> O=S(=O)(NCCc1ccccc1)c1cccc2cccnc12
  A: 1%	B: 2%	C: -35	D: -11%	E: -20%	F: 5%

> Cc1ccccc1S(=O)(=O)Cc1ccc(C(=O)N2CC(C)CC(C)C2)o1 (stereo unspecified)
  A: ?	B: -7%	C: ?	D: 1%	E: 46%	F: ?

> Cn1c2c(c(=O)n(C)c1=O)NC1(N2)C(=O)Nc2ccccc21 (stereo unspecified)
  A: -9%	B: -7%	C: 34	D: -21%	E: -1%	F: 1%

> COc1ccc(C)cc1NS(=O)(=O)c1cn(C)c(=O)n(C)c1=O
  A: ?	B: 0%	C: 12	D: -2%	E: -6%	F: -6%

> CNC(=O)[C@@]1(Cc2ccccc2)C=C[C@@H](C)N1C(=O)OC
  A: nt	B: 0%	C: 16	D: -3%	E: nt	F: nt

> O=C(O)c1ccc(CNC(=O)C2CCCN2C(=O)OCc2ccccc2)cc1 (stereo unspecified)
  A: 0%	B: -5%	C: -23	D: 6%	E: 1%	F: 1%

> CCC(C)(C)NC(=O)Cc1ccc(F)cc1
  A: 30%	B: -11%	C: -1	D: 2%	E: -3%	F: -2%

> COc1ccc(CCNC(=O)CSc2nc3ccccc3nc2Cc2ccc(Cl)cc2)cc1OC
  A: -1%	B: nt	C: 8	D: nt	E: nt	F: -2%

> Cc1ccc(SCC2(O)CCN(C(=O)c3ccc(Cl)cc3)CC2)cc1
  A: -19%	B: -4%	C: 8	D: 1%	E: 53%	F: 5%

> COC(=O)c1ccc(-n2nnnc2SCC(=O)NCc2cccc(C(=O)O)c2)cc1
  A: 3%	B: 22%	C: -10	D: 5%	E: -23%	F: -7%

> c1coc(-c2nc3nc4ccccc4nc3n2CC2CCCO2)c1 (stereo unspecified)
  A: 50µM*	B: 2%	C: 4	D: ?	E: 29%	F: -2%

# Remaining list, next part:
SMILES	Sm TGR inh	AMA1 RON2 block	HCMV inh	FBPA Giardia inh	AmpC inh no detg	AmpC detergent
Cc1ccc(C(=O)CSc2ccccc2C(=O)O)cc1	3%	11%	0	10%	-11%	-6%
Cn1c(=O)cc(N2CCc3ccccc32)[nH]c1=O	8%	-4%	-27	-21%	-6%	-12%
COc1ccccc1-c1nc2cc(Cl)ccc2c(=O)n1O	4%	-1%	28	-15%	-29%	-4%
C=CCN(c1ccc(C(=O)NCCN2CCOCC2)cc1)S(C)(=O)=O	3%	1%	29	2%	0%	?
C#CC(C)(C)NC(=O)c1cnc(-c2ccccc2)nc1-c1ccccc1	-4%	-8%	?	-10%	-1%	-1%
O=C(CCCN1C(=O)c2ccccc2C1=O)N1CCc2ccccc2C1	-3%	-3%	16	7%	7%	?
Cc1ccc(S(=O)(=O)N2CCN(S(=O)(=O)c3ccc(C)cc3)C2c2ccccc2)cc1	-18%	3%	-33	-1%	-7%	?
O=c1oc2ccccc2nc1/C=C(O)/C=C\c1ccccc1	?	43%[activator]	94	-15%	-34%	-13%
O=S(=O)(NCc1ccccn1)c1ccccc1	-9%	38%[activator]	-1	-7%	-7%	-3%
O=C(NCc1ccc(Cl)cc1)NCc1ccc(Cl)cc1	nt	-7%	9	10%	1%	-2%
CC1(C)Cc2ccccc2-c2nnc(-c3cccc(O)c3)n21	-3%	-5%	2	0%	-22%	?
COc1ccccc1CCNS(=O)(=O)c1ccc(C(=O)O)n1C	15%	-11%	11	11%	-22%	4%
CN1OC(Cn2cc(C#N)c(=O)n(C)c2=O)CC1c1ccccc1 (stereo unspecified)	5%	1%	-37	7%	-4%	2%
CN(C)S(=O)(=O)c1cccc(NC(=O)Cc2ccc(Cl)cc2)c1	1%	4%	?	1%	-46%	-6%
CCOc1ccc(-c2c(C)nn3c(C)c(C(=O)NCCc4ccccc4)cnc23)cc1OCC	4%	nt	-4	nt	nt	21%
COc1cc(C2C(=O)N(C3CCCCC3)CC(=O)N2CCC2=CCCCC2)ccc1OC(C)C (stereo unspecified)	-10%	nt	-13	nt	nt	2%
COC(=O)CSc1nnc(CNC(=O)Cc2ccccc2)n1C	-1%	4%	16	1%	-12%	3%
Cc1cccc(N2CCN(C(=O)CCCn3c(=O)c4cccn4c4cccnc43)CC2)c1C	1%	-2%	-12	-4%	52%	-4%
S=C(NNc1ccc2ccccc2c1)NC1CCCCC1	-22%	16µM*	-60*	-12%	?	-6%
CCOC(=O)N1CCN(c2nc(-c3ccc(F)cc3)cs2)CC1	9%	-9%	-15	1%	9%	3%
C/C(=N\NC(=O)Cc1csc(N2CCOCC2)n1)c1ccc(Cl)c(Cl)c1	-2%	2%	-27	-6%	148%[activator]	-5%
COc1cc(-c2cc(OC)c3c(C)oc(C)c3c(=O)c2)ccc1OC(=O)c1cccc(Cl)c1	-14%	nt	174	nt	nt	-7%
CCN(C(=O)CSc1nnc(-c2c[nH]c3ccccc23)n1C1CC1)C1CCS(=O)(=O)C1 (stereo unspecified)	0%	-11%	55	nt	0%	?
Cn1nnnc1SCc1nc2ccccc2s1	-27%	-2%	63	-25%	-9%	-6%
CSc1nc2ccc(S(=O)(=O)N3CCCC3)cc2s1	11%	-6%	-5	5%	-7%	?
O=C(CSc1nnc(Cc2cccs2)n1C1CCCCC1)N1CCCc2ccccc21	0%	15%	-22	1%	19%	-12%
Cc1cc(C(=O)COC(=O)c2ccc(O)cc2)c(C)n1CC1CCCO1 (stereo unspecified)	-13%	5%	42	13%	-16%	-6%
COC(=O)c1ccc(-n2ccnc2)cc1	0%	9%	-28	7%	-1%	-2%
O=C(NCc1cccs1)C(Cc1ccccc1)n1cccc1 (stereo unspecified)	40µM*	-6%	10	4%	-25%	-10%
CCn1c(SCC(=O)OCC(=O)N2c3ccccc3NC(=O)C2(C)C)nnc1-c1ccco1	5%[11.4 µM]	-12%	14	5%	1%	-2%
CC1C(=O)N2CCCc3cc(S(=O)(=O)N4CCCCC4)cc1c32 (stereo unspecified)	-9%	12%	34	nt	25%	-18%
Cc1ccc(NC(=S)NCC2CCCO2)cc1 (stereo unspecified)	-9%	0%	44	0%	-6%	-6%
COc1cc(C(=O)N2CCC(NC(=O)C(Cc3ccc(C(C)C)cc3)NC(C)=O)CC2)cc(OC)c1OC (stereo unspecified)	-17%	0%	-5	2%	138%[activator]	-1%

# In the list so far, these contain an aryl methoxy group.
SMILES	Sm TGR inh	AMA1 RON2 block	HCMV inh	FBPA Giardia inh	AmpC inh no detg	AmpC detergent
COc1cc(NC(=O)CNc2cccc(S(=O)(=O)N3CCOCC3)c2)cc(OC)c1	-2%	-12%	-34	nt	-27%	?
COc1cccc(CN(c2ccc3c(c2)CCC3)S(=O)(=O)c2ccc(-n3cnnn3)c(OC)c2)c1	-9%	-2%	24	-16%	-13%	-6%
COc1ccc(-n2nnnc2Sc2ccc(S(=O)(=O)N3CCOCC3)cn2)cc1	2%	1%	-25	-1%	-15%	-14%
COc1ccc(C)cc1NS(=O)(=O)c1cn(C)c(=O)n(C)c1=O	?	0%	12	-2%	-6%	-6%
COc1ccc(CCNC(=O)CSc2nc3ccccc3nc2Cc2ccc(Cl)cc2)cc1OC	-1%	nt	8	nt	nt	-2%
COc1ccccc1-c1nc2cc(Cl)ccc2c(=O)n1O	4%	-1%	28	-15%	-29%	-4%
COc1ccccc1CCNS(=O)(=O)c1ccc(C(=O)O)n1C	15%	-11%	11	11%	-22%	4%
COc1cc(C2C(=O)N(C3CCCCC3)CC(=O)N2CCC2=CCCCC2)ccc1OC(C)C (stereo unspecified)	-10%	nt	-13	nt	nt	2%
COc1cc(-c2cc(OC)c3c(C)oc(C)c3c(=O)c2)ccc1OC(=O)c1cccc(Cl)c1	-14%	nt	174	nt	nt	-7%
COc1cc(C(=O)N2CCC(NC(=O)C(Cc3ccc(C(C)C)cc3)NC(C)=O)CC2)cc(OC)c1OC (stereo unspecified)	-17%	0%	-5	2%	138%[activator]	-1%
